Source: PubChem BioAssay
STK33 kinase inh – inhibitors of human STK33 kinase; Q9BYT3; purified STK33, MBP phosphorylation, ADP-Glo luminescence; 320,000 compounds, 0.073% hits; AID 2661; inhibition, % at 10 µM;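 active = inhibition at or above 25%, using the most active replicate where run in duplicate; inactive = inhibition below 25%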
Target sequence (Q9BYT3 whole entry, looked up): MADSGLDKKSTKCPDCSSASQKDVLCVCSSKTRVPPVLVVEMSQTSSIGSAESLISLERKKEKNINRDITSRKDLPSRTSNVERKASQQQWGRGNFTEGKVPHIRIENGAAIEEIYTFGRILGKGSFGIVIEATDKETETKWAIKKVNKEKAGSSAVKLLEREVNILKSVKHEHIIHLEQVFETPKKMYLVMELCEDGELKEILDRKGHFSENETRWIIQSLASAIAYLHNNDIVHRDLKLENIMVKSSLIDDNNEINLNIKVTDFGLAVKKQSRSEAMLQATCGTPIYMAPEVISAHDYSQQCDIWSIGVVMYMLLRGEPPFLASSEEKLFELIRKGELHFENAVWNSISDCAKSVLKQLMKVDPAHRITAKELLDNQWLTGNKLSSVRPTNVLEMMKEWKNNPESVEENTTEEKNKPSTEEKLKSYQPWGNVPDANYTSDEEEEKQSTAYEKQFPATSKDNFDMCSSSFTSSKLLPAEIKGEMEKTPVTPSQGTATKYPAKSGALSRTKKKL
OX1R antag-1 – human HCRTR1 antagonism; CHO/OX1R cells, Fluo-8 calcium fluorescence, orexin A; AID 434989; 330,000 compounds, 0.43% hits; inhibition, % at 5 µM;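 active = inhibition above its plate's threshold, mean inhibition of all tested compounds on the plate plus 3 SD, cut at about 37% in these data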;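 note: 0% = orexin A challenge wells and 100% = SB-334867-A antagonist wells; not every result past the cut was called active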
Target sequence (O43613 whole entry, looked up): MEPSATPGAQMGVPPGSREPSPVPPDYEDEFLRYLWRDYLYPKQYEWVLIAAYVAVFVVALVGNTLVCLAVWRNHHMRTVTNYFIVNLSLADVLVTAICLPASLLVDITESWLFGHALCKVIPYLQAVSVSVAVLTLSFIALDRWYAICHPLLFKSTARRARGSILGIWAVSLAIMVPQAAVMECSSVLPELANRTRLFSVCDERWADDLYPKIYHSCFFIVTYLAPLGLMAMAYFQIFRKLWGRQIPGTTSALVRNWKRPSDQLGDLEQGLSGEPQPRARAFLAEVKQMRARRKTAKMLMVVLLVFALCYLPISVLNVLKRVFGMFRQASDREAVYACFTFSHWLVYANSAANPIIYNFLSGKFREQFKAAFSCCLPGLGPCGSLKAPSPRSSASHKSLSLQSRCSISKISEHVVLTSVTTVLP
OX1R antag-2 – blocks the human orexin 1 receptor; O43613; OX1R-expressing cells, FRET antagonist read-out; inhibition, % at 6.6 µM; 330,000 compounds, 1.8% hits; AID 485270; in the data active = inhibition mostly above about 38%, no sharp cut-off; inactive = mostly below about 40%;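 note: 0% = agonist challenge alone and 100% = reference antagonist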
Numbers without * were called inactive.

For CCN1CCN(CC(=O)N2N=CCC2c2ccccc2)CC1 (stereo not given) the results were STK33 kinase inh -0.8, OX1R antag-1 -12 and OX1R antag-2 0.
For COc1ccc(CNC(=O)Cn2cc(C(F)(F)F)ccc2=O)cc1OC the results were STK33 kinase inh -0.9, OX1R antag-1 7 and OX1R antag-2 28.
CCCC(c1nnnn1Cc1ccco1)N1CCN(C2CCCC2)CC1 (stereo not given) was read as STK33 kinase inh 0.4, OX1R antag-1 -4 and OX1R antag-2 34.
`COc1ccc(CCNC(=O)C2CCCN(S(=O)(=O)c3cccc4nonc34)C2)cc1OC` (stereo not given) gave STK33 kinase inh -0.9, OX1R antag-1 -16 and OX1R antag-2 57.
`O=C(Nc1nccs1)C1CCCN1/C=C/C(=O)C(F)(F)F` (stereo not given) gave STK33 kinase inh 0.5, OX1R antag-1 -15 and OX1R antag-2 14.
Screening CCCC(=O)Nc1c(-c2ccccc2)c(=O)c(C)nn1-c1ccccc1 returned STK33 kinase inh -1.7, OX1R antag-1 12 and OX1R antag-2 4.
CCSc1nnc(SCC(=O)N2CCN(C(=O)c3ccco3)CC2)s1 was read as STK33 kinase inh 1.4, OX1R antag-1 -11 and OX1R antag-2 -6.
`CC(C)[C@H](NC(=O)OC(C)(C)C)C(=O)N/N=C/c1cccc2nccnc12` gave STK33 kinase inh -1.2, OX1R antag-1 -27 and OX1R antag-2 30.
For CCC(C(=O)OC)n1cnc2c(nnn2-c2ccc(F)cc2)c1=O (stereo not given) the results were STK33 kinase inh 0.7, OX1R antag-1 -11 and OX1R antag-2 7.
`O=C(c1nc2ccc(Cl)cn2c1CN1CCCC1)N1CCc2ccccc2C1` gave STK33 kinase inh 0.6, OX1R antag-1 -20 and OX1R antag-2 -3.
For COc1cc(CN2CCNC(=O)C2CC(=O)N(C)Cc2cccnc2)cc(OC)c1 (stereo not given) the results were STK33 kinase inh -0.1, OX1R antag-1 -18 and OX1R antag-2 18.
`COc1ccccc1-c1cn[nH]c1-c1ccc(OCc2ccccc2F)cc1O` gave STK33 kinase inh -0.3, OX1R antag-1 -1 and OX1R antag-2 14.
C=CCN1C(=O)/C(=C\c2ccc(Cl)cc2)N=C1SCC(=O)NCCC was read as STK33 kinase inh 0.3, OX1R antag-1 -18 and OX1R antag-2 12.
`CCOC(=O)C1CCN(c2nc3ccccc3nc2C(C#N)C(=O)OC(C)COC)CC1` (stereo not given) gave STK33 kinase inh -0.8, OX1R antag-1 -15 and OX1R antag-2 30.
CC(C)CNC(=O)c1ccccc1NC(=O)CN(c1ccccc1)S(=O)(=O)N(C)C was read as STK33 kinase inh -0.8, OX1R antag-1 -33 and OX1R antag-2 32.
Screening COc1ccc(-c2cnn(C3CCS(=O)(=O)C3)c2N)cc1 (stereo not given) returned STK33 kinase inh -3.7, OX1R antag-1 -1 and OX1R antag-2 17.
`CC(=O)CC[C@@H](C)O[C@@H]1OC(C)[C@H](O)CC1O` (stereo not given in full) gave STK33 kinase inh -0.2, OX1R antag-1 -3 and OX1R antag-2 5.
`Cc1ccc2c(c1)[nH]c1c(=O)n(CCCN3CCOCC3)cnc12` gave STK33 kinase inh -1.5, OX1R antag-1 -10 and OX1R antag-2 7.
Cc1ccc(S(=O)(=O)N2CCOCC2)cc1NC(=O)Cn1ccsc1=N was read as STK33 kinase inh 0.0, OX1R antag-1 -6 and OX1R antag-2 12.
For CN(C)c1ccc(CNn2cnnc2)cc1 the results were STK33 kinase inh -0.6, OX1R antag-1 -4 and OX1R antag-2 20.
`COc1ccc(/C=N/NC(=O)c2ccc(CSc3nc(C)cc(C)n3)cc2)c(OC)c1OC` gave STK33 kinase inh -1.5, OX1R antag-1 -18 and OX1R antag-2 8.
CCN(CC)CCNC(=O)c1ccc(CS(=O)(=O)c2ccc(Br)cc2)o1 was read as STK33 kinase inh -2.9, OX1R antag-1 11 and OX1R antag-2 6.
For Cc1nnc(SCC(N)=O)n1CCc1ccccc1 the results were STK33 kinase inh -0.1, OX1R antag-1 -14 and OX1R antag-2 18.
For O=C(Cn1nc(C(=O)O)c2ccccc2c1=O)c1c[nH]c2ccccc12 the results were STK33 kinase inh -0.3, OX1R antag-1 10 and OX1R antag-2 67.

At a glance, some entries already given:
For CN(C)c1ccc(CNn2cnnc2)cc1 the results were STK33 kinase inh -0.6, OX1R antag-1 -4 and OX1R antag-2 20.
`COc1ccc(/C=N/NC(=O)c2ccc(CSc3nc(C)cc(C)n3)cc2)c(OC)c1OC` gave STK33 kinase inh -1.5, OX1R antag-1 -18 and OX1R antag-2 8.
CCN(CC)CCNC(=O)c1ccc(CS(=O)(=O)c2ccc(Br)cc2)o1 was read as STK33 kinase inh -2.9, OX1R antag-1 11 and OX1R antag-2 6.
For Cc1nnc(SCC(N)=O)n1CCc1ccccc1 the results were STK33 kinase inh -0.1, OX1R antag-1 -14 and OX1R antag-2 18.
For O=C(Cn1nc(C(=O)O)c2ccccc2c1=O)c1c[nH]c2ccccc12 the results were STK33 kinase inh -0.3, OX1R antag-1 10 and OX1R antag-2 67.

(further entries)
Screening COc1ccc(CCN=Cc2ccc(O)cc2)cc1OC returned STK33 kinase inh -0.2, OX1R antag-1 0 and OX1R antag-2 4.
For Cc1nnc(N2CCCC(C(=O)NCc3ccccc3F)C2)c2nn(-c3ccccc3)c(C)c12 (stereo not given) the results were STK33 kinase inh -1.0, OX1R antag-1 -16 and OX1R antag-2 23.
Screening Cc1ccc([N+](=O)[O-])c(OCCN2CCC(Cc3ccccc3)CC2)c1 returned STK33 kinase inh -2.6, OX1R antag-1 -27 and OX1R antag-2 10.
Screening O=C(NCCCCO)C(F)(F)C(F)(F)C(F)(F)C(=O)NCCCCO returned STK33 kinase inh -1.0, OX1R antag-1 -23 and OX1R antag-2 7.
`CCN(C1CCS(=O)(=O)C1)S(=O)(=O)c1cccc([N+](=O)[O-])c1` (stereo not given) gave STK33 kinase inh 0.0, OX1R antag-1 -8 and OX1R antag-2 32.
For COc1ccc(-c2cc(C)no2)cc1S(=O)(=O)Nc1ccc(NC(C)=O)cc1 the results were STK33 kinase inh -1.5, OX1R antag-1 5 and OX1R antag-2 10.
COc1ccc(S(=O)(=O)N(CCC(=O)O)Cc2ccccc2)cc1 was read as STK33 kinase inh -1.2, OX1R antag-1 9 and OX1R antag-2 18.
CCCC(=O)NC(c1ccc(OCC)cc1)c1ccc(OC)c(OC)c1 (stereo not given) was read as STK33 kinase inh -1.0, OX1R antag-1 -11 and OX1R antag-2 6.
Cc1nn(Cc2ccccc2)c(Cl)c1/C=N/NC(=O)CNc1cccc(C(F)(F)F)c1 was read as STK33 kinase inh -1.8, OX1R antag-1 -24 and OX1R antag-2 8.
`Cc1ccc(OC(=O)Nc2ccccc2)cc1` gave STK33 kinase inh -1.7, OX1R antag-1 4 and OX1R antag-2 16.
For CC(NC(=O)c1ccco1)C(=O)N1CCN(C(c2ccccc2)c2ccccc2)CC1 (stereo not given) the results were STK33 kinase inh -1.0, OX1R antag-1 -23 and OX1R antag-2 14.
`N/C(=N\OC(=O)c1cc(Br)ccc1Cl)c1cccnc1` gave STK33 kinase inh -0.5, OX1R antag-1 -17 and OX1R antag-2 11.
`COc1ccccc1S(=O)(=O)Nc1cccc(-c2nnc3n2CCCCC3)c1` gave STK33 kinase inh 0.0, OX1R antag-1 -4 and OX1R antag-2 19.
Screening COc1cccc(C2=CC(c3ccc(N(C)C)cc3)n3ncnc3N2)c1 (stereo not given) returned STK33 kinase inh 0.0, OX1R antag-1 -6 and OX1R antag-2 17.
Screening CN1CCN(S(=O)(=O)c2cccc(C(=O)O)c2)CC1 returned STK33 kinase inh -0.7, OX1R antag-1 -14 and OX1R antag-2 15.
`Cc1cnc(C(=O)OCC(=O)c2ccc(Br)s2)cn1` gave STK33 kinase inh -1.9, OX1R antag-1 -11 and OX1R antag-2 8.
Screening COc1ccc(CSC2=NCCN2)cc1Br returned STK33 kinase inh 0.8, OX1R antag-1 -3 and OX1R antag-2 7.
Screening CCOCC(=O)Nc1cccc(NC(C)=O)c1 returned STK33 kinase inh -0.4, OX1R antag-1 -11 and OX1R antag-2 9.
Screening Cc1ccc(CC2CC(=O)N(c3ccncc3)C2=O)cc1 (stereo not given) returned STK33 kinase inh -0.6, OX1R antag-1 -2 and OX1R antag-2 28.
Cc1cc(-c2nnc(SCC(=O)Nc3ccc(F)cc3)n2N)n[nH]1 was read as STK33 kinase inh -0.9, OX1R antag-1 -12 and OX1R antag-2 8.
For CCN(CC)S(=O)(=O)c1ccc(-c2nnc(SCC(=O)c3ccc(OC)cc3)o2)cc1 the results were STK33 kinase inh 2.4, OX1R antag-1 -23 and OX1R antag-2 22.
For Clc1ccc(N2CCN(Cc3ccco3)CC2)cc1 the results were STK33 kinase inh 0.1, OX1R antag-1 -16 and OX1R antag-2 9.
Screening Cc1cccc(-n2ncc3c(NCc4ccc5c(c4)OCO5)ncnc32)c1 returned STK33 kinase inh -0.6, OX1R antag-1 -22 and OX1R antag-2 15.
`COCc1[nH]nc2c1C1(CCSCC1)C(C#N)=C(N)O2` gave STK33 kinase inh -0.5, OX1R antag-1 -9 and OX1R antag-2 34.
For O=C1C=C(c2ccc(C(=O)O)cc2)C[C@@H](c2ccc3c(c2)OCO3)C1 the results were STK33 kinase inh 2.7, OX1R antag-1 -3 and OX1R antag-2 15.
Cc1ccccc1OCC(=O)NCCN(C)C was read as STK33 kinase inh 0.1, OX1R antag-1 -7 and OX1R antag-2 10.
COc1ccc(Cl)cc1NC(=O)N1CCN(S(C)(=O)=O)CC1 was read as STK33 kinase inh 0.4, OX1R antag-1 -21 and OX1R antag-2 3.
For CC1(O)CC(c2ccc(Cl)cc2)=NN1C(=O)c1ccc(Cl)cc1 (stereo not given) the results were STK33 kinase inh -1.9, OX1R antag-1 -31 and OX1R antag-2 10.
Screening CCN(CC(=O)NCc1cccs1)C(=O)c1cccc(S(=O)(=O)Nc2ccc(C)cc2)c1 returned STK33 kinase inh -2.3, OX1R antag-1 -7 and OX1R antag-2 25.
For COc1cccc(NC(=O)C(Cc2ccccc2)n2cccc2)c1 (stereo not given) the results were STK33 kinase inh -1.2, OX1R antag-1 -18 and OX1R antag-2 17.
For CCOc1ccc(OCCOCCn2ccnc2)cc1 the results were STK33 kinase inh 0.0, OX1R antag-1 -8 and OX1R antag-2 13.
For O=C(NCCc1c[nH]c2ccccc12)C1CCC(=O)N(CCc2cccc(F)c2)C1 (stereo not given) the results were STK33 kinase inh 0.3, OX1R antag-1 -26 and OX1R antag-2 11.
`CC1(C)C2CCC1(C)C(NC(=O)CCN1CCCCC1)C2` (stereo not given) gave STK33 kinase inh -0.3, OX1R antag-1 -20 and OX1R antag-2 8.
`Cc1ccc(NC(=O)c2ncn(CC(=O)N[C@H](CO)Cc3c[nH]c4ccccc34)n2)cc1C` gave OX1R antag-1 -3 and OX1R antag-2 0.
CCO[C@@H]1c2c(ccc3ccc(=O)oc23)OC(C)(C)[C@H]1O was read as STK33 kinase inh 0.9, OX1R antag-1 6 and OX1R antag-2 5.
`N=C1SC(c2ccccc2)C(=O)N1c1ncc(Cc2ccccc2Cl)s1` (stereo not given) gave STK33 kinase inh -2.5, OX1R antag-1 10 and OX1R antag-2 46.

Overlap with the part before: 2 entries, then new ones.
CCO[C@@H]1c2c(ccc3ccc(=O)oc23)OC(C)(C)[C@H]1O was read as STK33 kinase inh 0.9, OX1R antag-1 6 and OX1R antag-2 5.
`N=C1SC(c2ccccc2)C(=O)N1c1ncc(Cc2ccccc2Cl)s1` (stereo not given) gave STK33 kinase inh -2.5, OX1R antag-1 10 and OX1R antag-2 46.
Screening c1ccc2c(c1)nc1n2CC2CON(C3CCCCC3)C12 (stereo not given) returned STK33 kinase inh 0.3, OX1R antag-1 -6 and OX1R antag-2 12.
For N=c1c(S(=O)(=O)c2ccccc2)cc2c(=O)n3ccccc3nc2n1CCCN1CCOCC1 the results were STK33 kinase inh 7.8, OX1R antag-1 -17 and OX1R antag-2 46*.
CC(=O)Nc1ccc(NC(=O)CCn2c(=O)oc3ccccc32)cc1 was read as STK33 kinase inh -1.2, OX1R antag-1 -14 and OX1R antag-2 8.
`CCc1cccc(NC(=O)Cn2cc3c(n2)CCCC3)c1` gave STK33 kinase inh -0.8, OX1R antag-1 -17 and OX1R antag-2 24.
For O=C1CSC(=O)N1CCOCCN1C(=O)CSC1=O the results were STK33 kinase inh -1.2, OX1R antag-1 -4 and OX1R antag-2 13.
Screening COC(=O)COc1ccc(/C=C2/NC(=O)N(CC(=O)OC)C2=O)cc1 returned STK33 kinase inh -0.9, OX1R antag-1 1 and OX1R antag-2 59.
Screening O=C(Nc1ccc2c(c1)OCCO2)c1ccccc1F returned STK33 kinase inh 3.2, OX1R antag-1 -10 and OX1R antag-2 8.
Screening Cc1ccc(CN2CC(C(=O)NNC(=O)c3ccc(F)cc3)CC2=O)cc1 (stereo not given) returned STK33 kinase inh 0.1, OX1R antag-1 -15 and OX1R antag-2 6.
`CC(C)CN1CCC(=O)N([C@H](CN=[N+]=[N-])Cc2ccccc2)CC1` gave STK33 kinase inh 0.4, OX1R antag-1 -22 and OX1R antag-2 17.
Screening Cc1nc(SC(C(N)=O)c2ccccc2)c(C#N)c(C)c1C (stereo not given) returned STK33 kinase inh -0.5, OX1R antag-1 -13 and OX1R antag-2 -1.
`CCOC(=O)N/N=C1\CCc2ccccc21` gave STK33 kinase inh 0.9, OX1R antag-1 -10 and OX1R antag-2 -4.
N#CCC(=O)N/N=C/c1c(-c2ccccc2)n(-c2ccccc2)c2ccccc12 was read as STK33 kinase inh -0.1, OX1R antag-1 -21 and OX1R antag-2 20.
`CC(=O)Sc1nc(-c2ccccc2)[nH]c1S(=O)(=O)c1ccc(C)cc1` gave STK33 kinase inh -0.2, OX1R antag-1 11 and OX1R antag-2 14.
CCOC(=O)CCc1c(C)nc(SCCN2CCCC2)c(C#N)c1C was read as STK33 kinase inh 1.2, OX1R antag-1 -38 and OX1R antag-2 0.
